# KDM5B inhibitor – KDM5B demethylase inhibition; Potency, µM (doses to about 57.7 µM), inactives show at the top dose activity change, negative = inhibition, hits mostly inhibitors; Q9UGL1; KDM5B demethylase, FDH-coupled NADH fluorescence (FDH is formaldehyde dehydrogenase); AID 1347165; 220,000 tested, 2.6% active; active = well fitted inhibition curve with a large enough effect; inconclusive = small, poorly fitted or top-dose-only effect; inactive = no such curve, though single readings can be large or run the other way; note: 0% is about no effect; nearly all actives have a fitted effect of over 70% in size
# Target sequence (Q9UGL1 whole entry, looked up): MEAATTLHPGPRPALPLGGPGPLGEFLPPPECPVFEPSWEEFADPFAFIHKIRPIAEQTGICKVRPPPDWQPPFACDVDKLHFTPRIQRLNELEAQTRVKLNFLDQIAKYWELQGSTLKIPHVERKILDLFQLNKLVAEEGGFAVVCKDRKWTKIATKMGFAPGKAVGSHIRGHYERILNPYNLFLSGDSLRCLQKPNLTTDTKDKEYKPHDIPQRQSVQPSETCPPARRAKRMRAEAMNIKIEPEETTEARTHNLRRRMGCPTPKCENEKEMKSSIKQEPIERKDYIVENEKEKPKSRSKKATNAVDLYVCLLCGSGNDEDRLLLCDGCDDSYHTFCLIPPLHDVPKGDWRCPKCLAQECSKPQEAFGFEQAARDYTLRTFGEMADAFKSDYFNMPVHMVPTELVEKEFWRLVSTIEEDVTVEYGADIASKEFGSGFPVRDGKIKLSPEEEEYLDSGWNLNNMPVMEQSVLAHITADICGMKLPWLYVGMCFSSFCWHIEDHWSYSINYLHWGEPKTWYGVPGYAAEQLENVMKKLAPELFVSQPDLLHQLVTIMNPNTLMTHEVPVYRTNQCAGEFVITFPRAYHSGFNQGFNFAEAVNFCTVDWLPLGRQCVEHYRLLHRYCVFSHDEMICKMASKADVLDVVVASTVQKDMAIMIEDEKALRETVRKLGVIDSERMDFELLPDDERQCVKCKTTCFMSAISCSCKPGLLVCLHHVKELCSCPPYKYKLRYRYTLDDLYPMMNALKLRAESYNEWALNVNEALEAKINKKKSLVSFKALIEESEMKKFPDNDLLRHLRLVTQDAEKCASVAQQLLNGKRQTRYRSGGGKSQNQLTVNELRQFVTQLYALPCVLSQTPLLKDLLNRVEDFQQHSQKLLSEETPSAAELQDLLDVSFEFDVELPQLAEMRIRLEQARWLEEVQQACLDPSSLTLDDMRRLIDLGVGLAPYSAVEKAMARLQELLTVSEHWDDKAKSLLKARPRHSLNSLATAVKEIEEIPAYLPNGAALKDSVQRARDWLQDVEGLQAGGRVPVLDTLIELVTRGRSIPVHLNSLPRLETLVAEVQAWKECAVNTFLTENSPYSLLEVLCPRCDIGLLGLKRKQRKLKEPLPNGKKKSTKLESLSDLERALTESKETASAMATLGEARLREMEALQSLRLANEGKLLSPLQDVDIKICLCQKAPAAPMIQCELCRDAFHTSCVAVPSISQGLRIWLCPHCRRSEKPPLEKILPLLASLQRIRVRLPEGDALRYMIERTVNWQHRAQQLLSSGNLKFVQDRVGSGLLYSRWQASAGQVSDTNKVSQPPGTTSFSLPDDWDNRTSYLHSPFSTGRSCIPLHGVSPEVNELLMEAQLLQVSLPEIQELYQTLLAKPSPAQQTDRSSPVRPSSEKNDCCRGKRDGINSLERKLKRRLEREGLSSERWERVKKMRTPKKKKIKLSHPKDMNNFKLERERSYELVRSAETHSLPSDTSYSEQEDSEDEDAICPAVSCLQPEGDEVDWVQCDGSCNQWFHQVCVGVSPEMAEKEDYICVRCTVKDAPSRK
#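 Here, H3K4me3 peptide (12.5 µM in substrate mix) is demethylated by KDM5BΔAP, 200 nM final, after 10 min compound exposure. Formaldehyde product is coupled through FDH (0.25 U/mL in mix) to NADH fluorescence; 30-min ΔRFU feeds dose-response curves.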
# Starred values were filed as active, the others as inactive; ? = inconclusive; [ ] = dose if it differs, or a comment. Potency is the fitted concentration of half-maximal effect. Some of the compounds tested. The share of hits here may be higher or lower than overall.
KDM5B inhibitor,molecule
-7%,N#Cc1ccc(S(=O)(=O)N2CCCC(CO)CCNC(=O)CC2)cc1 (stereo unspecified)
18%[86.2 µM],Cc1cc(C(=O)N[C@H](C)c2onc(-c3ccc(F)cc3)c2C(=O)O)nn1C
15%,COc1cc(OC)c(NC(c2nnc(-c3ccccc3)o2)c2ccc(F)cc2Cl)cc1Cl (stereo unspecified)
6%,COc1ccc(OC)c(-c2nc(C(N)=O)c3c(n2)n(-c2ccc4c(c2)OCO4)c(=O)n3C)c1
-21%,Cc1ccccc1C(=O)N(Cc1ccc(N(C)C)cc1)CC1CCCO1 (stereo unspecified)
6%,CCOC(=O)c1ccc(NC(=O)Cn2nc3n(c2=O)CCCCC3)cc1
5%,O=C(N/N=C/c1cc2c(cc1[N+](=O)[O-])OCO2)c1cccnc1
-24%,CC(=O)c1cccc(NC(=S)NCCSc2ccc(Cl)cc2)c1
-26%,O=C(NCCc1ccncc1)C1CN(C(=O)c2ccc(F)c(F)c2)CC12CCOCC2 (stereo unspecified)
?,O=C(Nc1ccc2oc(-c3cccc(Cl)c3Cl)nc2c1)c1cccc(Br)c1
?,CC(Oc1ccccc1F)C(=O)Nc1ccc(-c2nc3ccccc3o2)cc1 (stereo unspecified)
-22%,COc1cccc(-c2cccc(C(=O)N3C[C@H](CO)C[C@H](CN(C)C)C3)c2)c1
-27%,CCCn1cc(CN2C[C@@H]3C(=O)N(Cc4ccc5c(c4)OCO5)C(=O)[C@@H]3C2)c2ccccc21
-12%,O=S(=O)(c1ccc(Cl)cc1Cl)n1ccnc1
-22%,COCCN1CCOC[C@H]2CCN(C(=O)CCC3CCCC3)C[C@H]21
-15%,CCOc1ccc(/C=C(\C#N)C(=O)Nc2sc3c(c2C(=O)OC)CCC3)cc1OC
10%,CCOc1ccc2nc(COc3cc(C)cc(C)c3)[nH]c2c1
-1%,CC(C)n1ncc2c(C(=O)Nc3ccc(F)cc3)c3c(nc21)CCC3
20%,CS(=O)(=O)N1C[C@H]2CCN(Cc3ccc(Cl)cc3F)C[C@H]21
15%,CCS(=O)(=O)N1CCN(C2CCN(CCC(C)C)C2=O)CC1 (stereo unspecified)

# Of the compounds above, 12 have nitrogen in an aromatic ring.
KDM5B inhibitor,molecule
18%[86.2 µM],Cc1cc(C(=O)N[C@H](C)c2onc(-c3ccc(F)cc3)c2C(=O)O)nn1C
15%,COc1cc(OC)c(NC(c2nnc(-c3ccccc3)o2)c2ccc(F)cc2Cl)cc1Cl (stereo unspecified)
6%,COc1ccc(OC)c(-c2nc(C(N)=O)c3c(n2)n(-c2ccc4c(c2)OCO4)c(=O)n3C)c1
6%,CCOC(=O)c1ccc(NC(=O)Cn2nc3n(c2=O)CCCCC3)cc1
5%,O=C(N/N=C/c1cc2c(cc1[N+](=O)[O-])OCO2)c1cccnc1
-26%,O=C(NCCc1ccncc1)C1CN(C(=O)c2ccc(F)c(F)c2)CC12CCOCC2 (stereo unspecified)
?,O=C(Nc1ccc2oc(-c3cccc(Cl)c3Cl)nc2c1)c1cccc(Br)c1
?,CC(Oc1ccccc1F)C(=O)Nc1ccc(-c2nc3ccccc3o2)cc1 (stereo unspecified)
-27%,CCCn1cc(CN2C[C@@H]3C(=O)N(Cc4ccc5c(c4)OCO5)C(=O)[C@@H]3C2)c2ccccc21
-12%,O=S(=O)(c1ccc(Cl)cc1Cl)n1ccnc1
10%,CCOc1ccc2nc(COc3cc(C)cc(C)c3)[nH]c2c1
-1%,CC(C)n1ncc2c(C(=O)Nc3ccc(F)cc3)c3c(nc21)CCC3

# Next part:
KDM5B inhibitor,molecule
15%,CCOC(=O)c1c(SCC(=O)Nc2ccc(F)cc2F)nc(=O)[nH]c1C
4%[86.2 µM],COc1cccc(Nc2n[nH]c(C(O)c3cccc(C(F)(F)F)c3)n2)c1 (stereo unspecified)
-10%,COc1ccccc1CNc1ncnc2onc(-c3ccc(F)cc3)c12
-17%,Cc1cc(=O)n(CC(=O)Nc2ccc3c(c2)OCCO3)c(-c2ccc(Cl)cc2)n1
17%,CCCCCC[N+](C)(C)CCCCCCCCCC[N+](C)(C)CCCCCC
8%,Cc1ccc(NC(=O)Cn2nc(C)c3nn(-c4ccc(Cl)cc4)c(C)c3c2=O)cc1F
21%,OCCc1cn[nH]c1
11%,Cc1nc(N)c(C(N)=O)[nH]1
-9%,CCC(CC)C(=O)Nc1cccc(C)c1C
18%,COc1ccc(S(=O)(=O)N/N=C(/C)c2ccncc2)cc1
?,CC(C)(C)C1CCc2nc(NC(=O)c3cccc(Cl)c3)sc2C1 (stereo unspecified)
-11%,Cn1nc(C(=O)N2CCN(CC(=O)N3CCCC3)CC2)c2ccccc2c1=O
-4%,O=C(c1cccc(F)c1)N(Cc1cccc2[nH]ccc12)C1CC1
13%,O=C(CC1CCCC1)N1CC[C@@H]2COCCN(Cc3ccccc3)[C@@H]2C1
7%,CC(=O)N1C[C@@H](C(=O)NCc2ccc(F)c(Cl)c2)[C@H](c2nc(C)no2)C1
-2%,CC(Oc1cccc(Cl)c1)C(=O)OCc1nc(N)nc(N)n1 (stereo unspecified)
?,CCN(CCCNC(=O)c1cc2c(Cl)nc3ccccc3c2s1)Cc1ccccc1
?,O=C(C1[C@H]2CNC[C@@H]12)N1CCC(c2nccn2Cc2ccncc2)CC1 (stereo partly specified)
6%[86.2 µM],COc1ncc(-c2ccnc(-c3nnc(C)n3CCc3ccccc3)c2)cn1
-9%,Cc1ccccc1CC(=O)Nc1ccc2ncnc(N3CCCCC3)c2c1
43%,CCOc1ccc(N2C(=O)Nc3ccc(Br)cc3C2(O)C(=O)NC(C)C)cc1 (stereo unspecified)
-26%,O=C(COc1ncnc2ccccc12)Nc1ccc(Cl)c(S(=O)(=O)N2CCOCC2)c1
4%,CCOc1ccccc1NC(=O)c1ccc2c(Cl)c3c(nc2c1)CCCC3
9%,N#C/C(=C\c1ccc(-c2ccc(C#N)cc2)o1)c1nc2ccccc2[nH]1
13%,COCCn1c(C)cc(C(=O)N2C[C@@H](CO)[C@H](c3ccccn3)C2)c1C
18%,CC(=O)Nc1ccc(NC(=O)COc2ccc3c(C)cc(=O)oc3c2C)cc1
?,COc1ccc(OC)c(NC(=O)Cn2c(=O)n(Cc3ccccc3)c(=O)c3ccccc32)c1
-20%,COCc1nnc2n1CCC(NC(=O)CCc1c(C)nn(C)c1C)CC2 (stereo unspecified)
1%,CCc1ccc(NC(=O)C2CCCN(S(=O)(=O)c3ccc(F)cc3)C2)cc1 (stereo unspecified)
-12%,CC(=O)c1cccc(NC(=O)c2ccccc2CSc2nc3ccccc3o2)c1
-19%,Cc1ccc(-n2nc(C)c3c(C(F)(F)F)cc(-c4cccnc4)nc32)cc1C
-17%,Cc1ccccc1CN1CCCC(COc2ccccc2C(=O)N2CCCC2)C1 (stereo unspecified)
?,N/C(=N\OC(=O)CCn1cccc(C(F)(F)F)c1=O)c1ccc(Cl)cc1
-28%,C/C(=N/O)C(C)N(O)C(C)/C(C)=N/O (stereo unspecified)
11%,CC(NC(=O)COc1ccc(F)cc1F)c1ccccc1-n1cccn1 (stereo unspecified)
7%,O=C(CN1CCN(Cc2nc3ccccc3o2)CC1)NC1CC1
-6%,COc1cccc(CN2CCn3c(nnc3[C@@H]3C[C@@H](O)CN3Cc3ccccc3)C2)c1
-1%[86.2 µM],CN(Cc1ccccc1C(F)(F)F)C1CCCc2ccccc21 (stereo unspecified)
32µM*,Cc1cn2nc(C(=O)N3CCN(C(=O)c4ccco4)CC3)cc2c(N2CCCC2)n1
13%,NC(=S)NC(=O)c1ccccc1
16%,COc1ccc(S(=O)(=O)c2c(C)c(C)n(C(C)C)c2NC(=O)c2cccs2)cc1
16%,Cc1cccc(-c2nc(CSCC(=O)NCCc3ccc(Cl)cc3)c(C)o2)c1
-31%,O=C(NC1CCCN(c2nc3ncccc3o2)C1)c1ccccc1F (stereo unspecified)
2%[149 µM],O=C(c1cccnc1)N1CCn2ncc(C(=O)N3CCOCC3)c2C1
?,O=C(NCc1c[nH]c2ncccc12)c1ccccn1
?,Cc1cccc(OCC(=O)NCCn2cccc2-c2nc(-c3ccc4c(c3)OCO4)no2)c1
-26%[115 µM],O=[S+]([O-])(c1ccc(Cl)cc1)c1nnn2c1nc(N1CCC(F)CC1)c1ccccc12
-4%,COc1ccccc1NC(=O)C(C)Sc1nnc2ccc3ccccc3n12 (stereo unspecified)
6%,Cc1nc(C(=O)N2CC[C@H](NS(=O)(=O)c3cccs3)C[C@H]2C(=O)N[C@H](Cc2c[nH]c3ccccc23)C(N)=O)cs1
-28%[86.2 µM],O[C@@H]1C[C@@H](c2nc(-c3ccccc3)no2)N(Cc2ccncc2)C1
-10%,CCOc1ccccc1NC(=O)CC1CCCN(c2cnn(CCOC)c(=O)c2)C1 (stereo unspecified)
-23%,Clc1ccc(-c2nn3c(CN4CCOCC4)nnc3s2)cc1
?,CCOc1ccc(C(=O)N(Cc2ccc(C(C)C)cc2)Cc2ccco2)cc1
?,Cc1noc(C)c1-c1cc2cc(C(C)C)oc2c(NC(C)C)n1
24%,Cc1nn(-c2ccccc2)c(C)c1C(=O)OCC(=O)Nc1ccccc1F
12%,CCCCN(CC)Cc1c(C)[nH]c2ccc(Br)cc2c1=O
-17%,CCN1C(=O)Cc2ccccc2C1C(=O)NCc1ccc(Cl)cc1 (stereo unspecified)
8%,O=C(NC1CCCC1)C(c1ccccc1)N(C(=O)c1csnn1)c1ccccc1F (stereo unspecified)
14%,O=C(Nc1ccccc1Sc1ccccc1)C1CCCC1
1%,COc1cc(NC(=O)C(CC(C)C)NS(=O)(=O)c2ccc3c(c2)CCCC(=O)N3)cc(OC)c1 (stereo unspecified)

# KDM5B inhibitor: what is marked active above
KDM5B inhibitor,molecule
32µM*,Cc1cn2nc(C(=O)N3CCN(C(=O)c4ccco4)CC3)cc2c(N2CCCC2)n1

# Other compounds.
KDM5B inhibitor,molecule
-19%,CCc1cccc(NC(=O)Cn2c(=O)n(CCC(=O)NCc3ccccc3Cl)c(=O)c3sccc32)c1
-27%,O=C1Nc2ccc(-c3ccc(Cl)cc3)cc2C(=O)N2CCN(C(=O)c3ccccc3)C[C@H]12
28µM*,CCC1CN(C(=O)c2ccc3nc(-c4ccccc4)cn3c2)CCN1C(C)C (stereo unspecified)
?,COc1ccccc1Nc1cnc2ccc(-c3ccc(F)cc3)nn12
-31%,CN(C(=O)CSc1nc2ccccc2n1Cc1cccc(C(F)(F)F)c1)c1ccccc1
?,COc1ccc(Nc2ncnc3c2cnn3-c2cc(Cl)ccc2C)cc1OC
22%,CO[C@H]1[C@H](NC(=O)Cc2cccc(C)c2)c2ccccc2C12CCNCC2
?,COc1cc(OC)c(CN2CCCCCC2c2ccco2)c(OC)c1 (stereo unspecified)
-11%,COCCOC1CCN(C(=O)C2(c3ccccc3)CC2)CC1
20%,CC(NCC(=O)NCCc1ccc(S(N)(=O)=O)cc1)c1ccc(F)cc1 (stereo unspecified)
-26%,Cc1ncsc1CN1CC(N(C2CCOCC2)S(C)(=O)=O)C1
13%,O=C1CC(c2nc(-c3cccs3)no2)CN1c1ccc(F)cc1 (stereo unspecified)
17%,CC(=O)C(C)(CCC(=O)O)CCC(=O)O
-7%,CC1CCN(C(=O)CSc2nnc(-c3ccccc3F)o2)CC1
20%,O=C(NCCc1ccsc1)C1CC=CCC1 (stereo unspecified)
29%,O=c1nc(Nc2ccc(Br)cc2)sc2ccc([N+](=O)[O-])cc12
-19%,Cc1cccc(-c2nc3scc(CCNS(=O)(=O)c4ccc(Oc5ccccc5)cc4)n3n2)c1
-2%,COc1ccccc1NC(=O)Cn1c(=O)n(Cc2ccccc2)c(=O)c2ccccc21
18%,COc1ccccc1C(=O)N1CCN(c2oc(-c3cccc(Cl)c3)nc2C#N)CC1
16%,CC(C)c1cc(N)c(O)c(C(C)C)c1
-1%,CC(CNC(=O)c1nnc(C(=O)Nc2cccc(Cl)c2)s1)c1ccccc1 (stereo unspecified)
-15%,CO[C@H]1C(=O)N(C(C)C)[C@H]1C1CCN(S(=O)(=O)Cc2ccccc2F)CC1
-3%[86.2 µM],C[C@@H](NCc1ccc(F)cc1)c1onc(-c2ccc(Cl)cc2)c1C(=O)O
-19%,CC(C)c1ccc(NC(=O)c2cc3c(=O)oc4ccccc4c3s2)cc1
-14%,COc1ccc(C(=O)/C=C/c2cccc(N)c2)cc1
22µM*,O=C(Nc1ccc(F)c(F)c1)N1CCc2c(c3ccccc3n2CC2CC2)C1
32µM*,COCCNC(=O)c1cc(-c2ccccc2F)cc2c1OCCN2Cc1cccnc1
-19%,COc1ccc(OC)c(CCNC(=O)CCCn2c(=O)c3cccn3c3ccccc32)c1
28%,COc1ccc(-c2noc(-c3cccn3CC(=O)Nc3cc(C)ccc3C)n2)cc1F
-13%,Cc1ccc(S(=O)(=O)N(C)CC2CCOC2)cc1F (stereo unspecified)
-7%,CCn1c(SCC(=O)Nc2ccc(N(C)C)cc2)nnc1C1CC1
?,Cc1cccc(-n2ncc3c(Nc4ccc(C)c(Cl)c4)ncnc32)c1
5%,COc1cc(OC)c(NS(=O)(=O)c2c(C(=O)N3CCCCCC3)c(C)n(C)c2C)cc1Cl
?,O=C(NC1CCN(c2cc(-c3ccc(F)cc3)[nH]n2)C1)c1ccc2cc[nH]c2c1 (stereo unspecified)
1%,Cc1ccccc1Oc1ncccc1CNCc1cc2c(cc1Cl)OCO2
18%,CC(=O)Nc1nonc1-c1nnc(SCc2ccccc2F)n1C
?,COCCCNC(=O)CN1C(=O)c2c(c3ccccc3n2C)C1c1ccc(OC)cc1 (stereo unspecified)
-14%,CC(=O)N1CCC(Cc2ncc(C)n2Cc2ccccc2)C1 (stereo unspecified)
20%[115 µM],COCC(=O)NC[C@H]1OC[C@@H](NC(C)C)[C@@H]1O
